Compound activity: PubChem BioAssay, several laboratories
CYP2C19 inhib: blockers of cytochrome P450 2C19 activity – biochemical, luminescence, ADME assay, primary screen | P33261 | CYP2C19 Supersomes, luciferin-H EGE luminescence, 30 min | inhibition, % at 5 µM | 21% of 96,000 active;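 active means CYP2C19 inhibition above a set limit at 5 µM in the primary screen, cut at about 50% in these data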;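 further: plate controls were negative control wells for no effect and 2.5 mM tranylcypromine positive control for full effect; values of inactives mirror those of a sister screen read the other way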
Target sequence (P33261 whole entry, looked up): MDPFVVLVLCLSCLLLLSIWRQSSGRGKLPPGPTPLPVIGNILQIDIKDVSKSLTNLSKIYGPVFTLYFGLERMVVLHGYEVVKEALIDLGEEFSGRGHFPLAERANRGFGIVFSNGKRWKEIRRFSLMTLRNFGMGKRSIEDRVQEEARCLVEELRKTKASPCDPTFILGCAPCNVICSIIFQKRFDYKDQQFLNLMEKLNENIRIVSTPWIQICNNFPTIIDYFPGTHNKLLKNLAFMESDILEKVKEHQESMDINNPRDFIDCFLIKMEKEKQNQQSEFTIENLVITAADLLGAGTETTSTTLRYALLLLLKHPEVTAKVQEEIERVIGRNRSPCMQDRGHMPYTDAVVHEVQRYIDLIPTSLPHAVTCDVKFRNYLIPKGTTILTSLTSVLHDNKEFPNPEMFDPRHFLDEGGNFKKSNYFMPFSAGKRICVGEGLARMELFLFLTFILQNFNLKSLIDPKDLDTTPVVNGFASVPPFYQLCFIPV
S1P2 agonist: S1P2 receptor agonists, primary screen, cell-based; Sphingosine 1-phosphate receptor 2 (Homo sapiens), O95136; activation, % at 4.5 µM; S1P2-expressing cell line, agonist reporter read-out; 0.46% of 97,000 active; in the data active means activation above about 16%;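 further: 0% = vehicle low control and 100% = maximal reference agonist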
sEH inhibitor: soluble epoxide hydrolase inhibitors, primary screen, biochemical, human sEH; Bifunctional epoxide hydrolase 2 (Homo sapiens), P34913; recombinant human sEH enzymatic activity assay; inhibition, % at 2 µM; 0.34% of 91,000 active; in the data active means inhibition above about 80%; further: values of inactives mirror those of a sister screen read the other way; many of its hits are not listed in these tables
Target sequence (P34913 whole entry, looked up): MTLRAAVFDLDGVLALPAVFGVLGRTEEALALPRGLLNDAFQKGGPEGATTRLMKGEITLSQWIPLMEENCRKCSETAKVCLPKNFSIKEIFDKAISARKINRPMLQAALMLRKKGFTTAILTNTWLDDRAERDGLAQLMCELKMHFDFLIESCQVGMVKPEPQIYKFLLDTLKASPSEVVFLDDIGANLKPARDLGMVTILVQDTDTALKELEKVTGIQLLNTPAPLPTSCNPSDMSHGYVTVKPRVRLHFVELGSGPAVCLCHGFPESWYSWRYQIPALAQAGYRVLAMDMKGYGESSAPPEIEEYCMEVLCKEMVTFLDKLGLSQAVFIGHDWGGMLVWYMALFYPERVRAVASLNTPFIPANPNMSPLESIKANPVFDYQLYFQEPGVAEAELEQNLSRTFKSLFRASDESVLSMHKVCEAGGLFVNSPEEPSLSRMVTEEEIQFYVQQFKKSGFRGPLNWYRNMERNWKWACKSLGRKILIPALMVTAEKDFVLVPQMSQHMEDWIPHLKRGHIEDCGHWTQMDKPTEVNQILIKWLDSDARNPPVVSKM
CYP2C19 activ: human CYP2C19 activators, primary screen, biochemical, luminescence; recombinant CYP2C19, luciferin-H EGE luminescence; active compounds read high; 0 = fully inhibited enzyme, 1 = untreated enzyme; activation factor at 5 µM; 96,000 tested, under 10 active;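 active means activation factor of at least 2 at 5 µM in the primary screen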;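 further: 0 = wells with 2.5 mM tranylcypromine and 1 = vehicle-only wells; values of inactives mirror those of a sister screen read the other way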
sEH activator: soluble epoxide hydrolase activators, primary screen, biochemical, human sEH; 0.04% of 91,000 active; activation, % at 2 µM; purified human sEH enzymatic activity, activator screen; Bifunctional epoxide hydrolase 2 (Homo sapiens), P34913; in the data active means activation above about 37%; further: values of inactives mirror those of a sister screen read the other way
hDAT+cocaine: changed hDAT dopamine uptake under cocaine IC80, either direction, primary screen, cocaine antagonist project, cell-based, LLC-PK1 hDAT, [14C]-dopamine uptake, MLSMR; 1.3% of 110,000 active; LLC-PK1 hDAT cells, [14C]-dopamine uptake with cocaine IC80; actives deviate in either direction; B-score at 10 µM;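 active means Z score or B-score, a plate-position-corrected score, falls beyond the plate's 99.7% confidence bounds, in either direction; inactive means both scores lie inside the 99.7% bounds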;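 further: scored against the spread of the other compound wells on the same plate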
PostGolgi ctrl: growth inhibition of yeast control strain, primary screen, counter-screen for post-Golgi transport modulator project. efflux-deficient yeast background strain, growth absorbance A615, 16 h. inhibition, % at 10 µM. 5% of 98,000 active. AID 738, 2007
S1P2 antag: human S1P2 receptor antagonists, primary screen, cell-based | Sphingosine 1-phosphate receptor 2 (Homo sapiens), O95136 | cell-based S1P2 antagonist assay, inhibition at 5 uM | inhibition, % at 5 µM | 0.21% of 97,000 active; in the data active means inhibition above about 45%;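 further: CRE beta-lactamase reporter cells expressing human S1P2 stimulated with S1P; 0% = agonist at EC80 alone and 100% = agonist plus reference antagonist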
PostGolgi yeast: phenotypic screen on post-Golgi transport, primary screen. post-Golgi transport phenotypic cell assay. inhibition, % at 10 µM. 0.9% of 98,000 active. AID 739, 2007;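 further: yeast cells grown in 1536-well plates; yeast grown about 18 h at 30C before absorbance read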
* marks the source's active call; other numbers are inactive results; x = not tested or not shown. Unless noted, no stated cut-off is given here; in the data, active means inhibition above about 30%; inactive means the rest.

item	smiles	CYP2C19 inhib	S1P2 agonist	sEH inhibitor	CYP2C19 activ	sEH activator
1	CC(C)CN(CCNC(=O)CC1Oc2ccccc2NC1=O)CC(C)C (centres undefined)	17	-3	-5	0.8	4
2	Cc1cnc(NC(=O)CSc2ncc(-c3ccccc3)n2Cc2ccco2)s1	32	-4	-1	0.7	1
3	CCC(=O)Nc1cc2nn(-c3ccccc3)nc2cc1Cl	7	-5	x	0.9	x
4	COC(CNc1cc(=O)oc2ccccc12)OC	13	-4	-1	0.9	-1
5	C#CCn1cc[n+](CC(=O)N(C)C)c1	-13	-6	-14	1.1	17
6	CC(C)NCC(=O)NC12CC3CC(CC(C3)C1)C2	39	-2	11	0.6	-9
7	Nc1sc2c(c1C(=O)c1ccccc1)CCCC2	35	-6	5	0.7	-4
8	O=C1CC(N2CCOCC2)C(=O)N1Cc1ccc(N2CCCC2=O)cc1 (centres undefined)	-6	-8	10	1.1	-10

item	hDAT+cocaine	PostGolgi ctrl	S1P2 antag	PostGolgi yeast
1	-0.72	6	6	-6
2	0.12	13	3	5
3	0.89	-3	30	-2
4	-0.18	6	-13	19
5	-0.72	6	10	4
6	x	-2	-2	-3
7	-0.76	8	-20	2
8	-1.7	11	1	7

Next section
item	smiles	CYP2C19 inhib	S1P2 agonist	sEH inhibitor	CYP2C19 activ	sEH activator
9	CSc1nc(C)cc(/C=C\c2ccccc2)c1C#N	20	-3	-9	0.8	11
10	Cc1cc(C)n(-c2nc3ccccc3nc2NCCc2ccccc2)n1	15	6	-18	0.8	21
11	Nc1nc(CN2CCCCCC2)nc(Nc2ccc(F)cc2)n1	16	-2	3	0.8	-2
12	O=C(COC(=O)CNC(=O)C12CC3CC(CC(C3)C1)C2)Nc1ccccc1	8	0	9	0.9	-6
13	O=S(=O)(Nc1ccc(O)cc1)c1cccc2cccnc12	50	-10	-4	0.5	3
14	Cc1sc(NC(=O)c2ccco2)nc1-c1ccccc1	55*	-4	-6	0.4	10
15	COc1ccc(C(=O)CSc2nncn2C)cc1	12	-4	11	0.9	-9
16	O=C(Nc1cccc2cccnc12)c1ccc(Br)o1	15	-2	2	0.8	1

item	hDAT+cocaine	PostGolgi ctrl	S1P2 antag	PostGolgi yeast
9	-0.24	16	1	-11
10	-0.82	14	-48	-6
11	-0.74	1	-10	-5
12	0.77	14	13	-4
13	-0.2	0	-10	-1
14	3	21	14	4
15	-0.064	17	-10	11
16	0.026	16	-11	16

The list continues:
item	smiles	CYP2C19 inhib	S1P2 agonist	sEH inhibitor	CYP2C19 activ	sEH activator
17	Cc1ccc(CNCC2CCCO2)s1 (centres undefined)	3	-5	13	1	-11
18	O=C(CSc1nnc(Cc2ccccc2)n1Cc1ccco1)NC1CCCC1	2	-4	6	1	-8
19	O=C(CSc1nccc2ccccc12)N1CCN(c2ccccn2)CC1	66*	-3	9	0.3	-10
20	CCOC(=O)CSc1nnc(CNC(=O)c2ccccc2OC)n1-c1ccc(OC)cc1	-6	2	1	1.1	-3
21	Cc1ccccc1CS(=O)(=O)CC1(O)CCN(C(=O)c2cccc(C(F)(F)F)c2)CC1	19	0	-6	0.8	4
22	CCN(CCO)c1cc(Cl)nc(SC)n1	-7	-5	-7	1.1	10
23	CC(=O)N=c1sc(C(C)(C)C)c(C)n1C	15	-2	-3	0.9	1
24	COc1ccc(C2NC(=O)NC(C)=C2C(=O)OCc2ccc3c(c2)OCO3)cc1OC (centres undefined)	x	0	10	x	-10

item	hDAT+cocaine	PostGolgi ctrl	S1P2 antag	PostGolgi yeast
17	-1.6	10	-11	18
18	0.66	4	-9	-7
19	x	17	12	8
20	x	-2	-9	-1
21	1.5	4	15	-13
22	-0.76	0	6	17
23	0.25	7	-16	-9
24	-0.63	x	-33	x

An excerpt from above, showing only S1P2 agonist, PostGolgi yeast and CYP2C19 activ:
cpd | SMILES | S1P2 agonist | PostGolgi yeast | CYP2C19 activ
17 | Cc1ccc(CNCC2CCCO2)s1 (centres undefined) | -5 | 18 | 1
18 | O=C(CSc1nnc(Cc2ccccc2)n1Cc1ccco1)NC1CCCC1 | -4 | -7 | 1
19 | O=C(CSc1nccc2ccccc12)N1CCN(c2ccccn2)CC1 | -3 | 8 | 0.3
20 | CCOC(=O)CSc1nnc(CNC(=O)c2ccccc2OC)n1-c1ccc(OC)cc1 | 2 | -1 | 1.1
21 | Cc1ccccc1CS(=O)(=O)CC1(O)CCN(C(=O)c2cccc(C(F)(F)F)c2)CC1 | 0 | -13 | 0.8
22 | CCN(CCO)c1cc(Cl)nc(SC)n1 | -5 | 17 | 1.1

(listing goes on)
item	smiles	CYP2C19 inhib	S1P2 agonist	sEH inhibitor	CYP2C19 activ	sEH activator
25	Cc1ccc(-c2noc(CCC(=O)NCCCN3CCN(c4cccc(Cl)c4)CC3)n2)cc1	38	-1	-4	0.6	5
26	COc1cccc(NS(=O)(=O)c2cn(C)c(=O)n(C)c2=O)c1	8	-3	9	0.9	-9
27	CC(=O)c1ccc(NC(=O)c2cc(CC(C)C)on2)cc1	12	-5	-7	0.9	7
28	CCCC(=O)Nc1cccn(Cc2ccccc2Br)c1=O	92*	x	x	0.1	x
29	COc1ccc(CC(=O)NNC(=O)c2ccc(SCc3cc(F)ccc3F)c([N+](=O)[O-])c2)cc1	2	-3	18	1	-18
30	COc1cc(-c2ccccc2)nc2ccccc12	x	-2	3	x	0
31	Cc1c(/C=N/n2cnnc2)c2ccccc2n1CCOc1ccc(Cl)cc1	25	-3	x	0.8	x
32	CN(C(=S)NC(=O)C1(C)CC1(Cl)Cl)c1ccccc1 (centres undefined)	26	-2	-6	0.7	7

item	hDAT+cocaine	PostGolgi ctrl	S1P2 antag	PostGolgi yeast
25	-0.071	15	17	-6
26	-0.34	2	0	-2
27	-0.92	8	18	1
28	-0.0015	12	x	5
29	0.081	-3	7	5
30	-0.21	x	1	x
31	-1.9	7	-17	-5
32	x	-2	-5	9

The list continues.
item	smiles	CYP2C19 inhib	S1P2 agonist	sEH inhibitor	CYP2C19 activ	sEH activator
33	COc1ccc(-n2nnnc2SCC(=O)c2cc3ccccc3o2)cc1	91*	-4	4	0.1	-4
34	C=C(C)CSc1nnc(-c2cc(OC)c(OC)c(OC)c2)n1N	22	-9	3	0.8	-1
35	Cc1cc(SCCC(=O)O)nc2c(C)cccc12	6	-5	2	0.9	-5
36	COc1cccc(-c2nc(CS(=O)CC(=O)NCc3ccccc3)c(C)o2)c1 (centres undefined)	54*	-1	x	0.5	x
37	c1ccc(-c2cc3ccccc3nc2N2CCCC2)cc1	21	-8	-6	0.8	9
38	CC(=O)Nc1cccc(NC(=O)CCCC(=O)O)c1	3	-13	7	1	-4
39	Cc1[nH]n(-c2ccccc2)c(=O)c1-c1cccc(Cl)c1	20	-3	-11	0.8	10
40	Fc1ccccc1COc1ccc(/C=N/n2cnnc2)cc1	97*	-7	-8	0	9

item	hDAT+cocaine	PostGolgi ctrl	S1P2 antag	PostGolgi yeast
33	0.13	35*	10	1
34	-0.019	-3	0	16
35	0.23	10	-4	-1
36	0.61	5	2	8
37	0.59	-5	-3	4
38	-0.095	2	22	3
39	-1.2	15	11	-3
40	-0.026	1	27	-15

Reformatted tab-delimited: 2 of the compounds above
cpd	Structure	CYP2C19 inhib	S1P2 agonist	sEH inhibitor	CYP2C19 activ	sEH activator	hDAT+cocaine	PostGolgi ctrl	S1P2 antag	PostGolgi yeast
26	COc1cccc(NS(=O)(=O)c2cn(C)c(=O)n(C)c2=O)c1	8	-3	9	0.9	-9	-0.34	2	0	-2
27	CC(=O)c1ccc(NC(=O)c2cc(CC(C)C)on2)cc1	12	-5	-7	0.9	7	-0.92	8	18	1

Remaining list, next part.
item	smiles	CYP2C19 inhib	S1P2 agonist	sEH inhibitor	CYP2C19 activ	sEH activator
41	COc1ccc(CCNC(=O)Cc2ccc(OCc3ccccc3)c(OC)c2[N+](=O)[O-])cc1OCc1ccccc1	74*	0	-14	0.3	16
42	COc1ccc(NC(=O)c2cccs2)cc1	x	-5	7	x	-2
43	O=C(Cn1cc(C(=O)c2ccco2)c2ccccc21)Nc1ccccc1	-7	0	-6	1.1	4
44	Cn1c(SCC(=O)Nc2ccc(F)cc2)nnc1-c1cccnc1	-5	-4	-10	1	9
45	C=C(C)c1cccc(C(C)(C)NC(=O)Nc2ccc3[nH]c(=O)[nH]c3c2)c1	4	-6	0	1	1
46	Cc1cc(OCC(=O)Nc2ccncc2)c(C)cc1Br	100*	-5	2	0	-4
47	COC(=O)c1ccccc1CON1C(=O)C(C)(C)N(OCc2ccccc2C(=O)OC)C(=O)C1(C)C	27	-4	4	0.7	-4
48	COC(=O)c1cc(C)nc(N)c1C#N	12	4	-20	0.9	23

item	hDAT+cocaine	PostGolgi ctrl	S1P2 antag	PostGolgi yeast
41	x	7	-16	3
42	0.57	x	1	x
43	-0.33	6	-9	-5
44	0.18	9	-8	-4
45	-1.7	10	5	-3
46	0.39	21	-10	7
47	-0.015	3	12	1
48	0.038	7	-28	9

(further entries)
item	smiles	CYP2C19 inhib	S1P2 agonist	sEH inhibitor	CYP2C19 activ	sEH activator
49	Cc1ccc(C(=O)CCC(=O)Nc2cccnc2)cc1C	14	-4	-2	0.9	5
50	CCOC(=O)c1nnc(-c2ccccc2)nc1Sc1c(Cl)cccc1Cl	23	-3	-24	0.8	20
51	c1ccc(C[n+]2csc3ccccc32)cc1	41	-7	-10	0.6	13
52	CCc1cc2c(=O)c(-c3nc4ccccc4n3C)c(COCC(=O)O)oc2cc1OC(=O)C(C)(C)C	4	-7	3	1	-3
53	CCn1c(CSc2nccn2C)nc2cc(C(=O)O)ccc21	-8	-2	-8	1.1	8
54	CNC(=O)C1CCCN1S(=O)(=O)c1ccc(OC)cc1 (centres undefined)	3	-5	7	1	-5
55	COc1ccc(-c2noc(C(C)n3nc(C)c([N+](=O)[O-])c3C)n2)cc1OC (centres undefined)	25	1	-5	0.8	6
56	COc1ccc(-c2nc(SC)n(S(=O)(=O)c3ccccc3)n2)cc1	69*	-2	6	0.3	-6

item	hDAT+cocaine	PostGolgi ctrl	S1P2 antag	PostGolgi yeast
49	-8.5*	17	-15	3
50	0.93	15	-10	-1
51	0.33	1	-15	25
52	-0.026	-4	23	21
53	-0.96	3	0	-1
54	-1	6	-16	2
55	0.71	8	12	2
56	0.019	x	1	x

(more compounds)
item	smiles	CYP2C19 inhib	S1P2 agonist	sEH inhibitor	CYP2C19 activ	sEH activator
57	CC1(C)CC(=O)C(C=NCCc2ccc(O)cc2)=C(O)C1	-4	-8	8	1	-7
58	COc1ccc(S(=O)(=O)CCC(=O)NC2CCCCC2)cc1	4	x	x	1	x
59	COc1ccc(C(=O)NCc2ccccn2)cc1	x	-8	0	x	-1
60	CC(=O)NCc1nc2ccccc2n1Cc1ccccc1F	8	-15	x	0.9	x
61	O=c1[nH]c(NCCO)nc2ncn(Cc3ccccc3)c12	1	-4	5	1	-4
62	COc1ccc(SCC(=O)c2cc(C)c(OC(=S)N(C)C)c(C)c2)cc1	87*	-4	-8	0.1	8
63	Cc1cccc(NS(=O)(=O)c2c(C)n[nH]c2C)c1	68*	-2	-9	0.3	6
64	CCOC(=O)c1nnn(-c2nonc2N)c1COc1cc(C)c(Cl)c(C)c1	-8	-7	1	1.1	1
65	CCCCCC(C)NC(=O)c1ccoc1C (centres undefined)	x	2	-7	x	7
66	CCOC(=O)c1oc2ccccc2c1CN1CCN(C(=O)c2ccccc2)CC1	43	x	x	0.6	x
67	O=C(CSc1nc2ccccc2s1)NCCCN1CCOCC1	21	-4	5	0.8	-7

item	hDAT+cocaine	PostGolgi ctrl	S1P2 antag	PostGolgi yeast
57	-0.64	4	9	1
58	x	3	x	-3
59	0.73	x	11	x
60	-1.3	-2	-2	3
61	0.071	10	0	0
62	0.89	1	-38	-9
63	0.31	27	-1	7
64	-1	x	-5	x
65	-0.36	x	6	x
66	2.8*	-4	x	9
67	-0.0019	-11	0	-4
